Growth percent in the NCI-60 one-dose screen (48 h, 10 µM unless noted): 100 = growth as untreated, 0 = no growth, -100 = all killed.
MDA-MB-435 = MDA-MB-435 melanoma. 82,000 tested, 7.8% active. AID 1794794
MDA-MB-468 = MDA-MB-468 breast cancer; 78,000 tested, 8.5% active; AID 2202374
MOLT-4 = MOLT-4 leukemia cells; AID 1794779; 80,000 tested, 6.9% active
MDA-MB-231 = MDA-MB-231 breast cancer | 81,000 tested, 5% active
BT-549 = BT-549 breast cancer; 78,000 tested, 4.4% active
K-562 = K-562 leukemia | 78,000 tested, 7.4% active | AID 1794777
MCF7 = MCF7 breast cancer. 82,000 tested, 6.3% active. AID 1794796
SR = SR leukemia cells. AID 1794780. 73,000 tested, 8.7% active
Starred values were filed as active, the others as inactive; x = not tested or not shown; & = joins results of further samples; [ ] = remark or other dose. Rule for the calls: active = growth percent below 10; inactive = the rest.

structure,MDA-MB-435,MDA-MB-468,MOLT-4,MDA-MB-231,BT-549,K-562,MCF7,SR
N#Cc1nn(-c2ccccc2)nc1N1CCOCC1,102,95,97,101,96,87,54,x
COc1ccc(-c2nn(-c3cccc(Cl)c3)cc2C2CC(c3ccc(Br)cc3)=NN2C(C)=O)cc1 (centres undefined),103,75,91,68,78,87,86,88
O=C(Nc1ccc(Cl)cc1)Nn1cnc2ccccc21,102,x,91,95,101,91,116,43
CC(C)=NOC(C)C(=O)O (centres undefined),97,106,105,100,98,77,97,92
c1ccc2c(c1)CCC2c1cc2ccccc2s1 (centres undefined),107,102,107,88,104,108,101,106
N#C/C(=N\Nc1ccc(F)cc1)C(=O)Nc1cc(-c2ccccc2)nn1-c1ccccc1,7.0*,-21*,22,-6.3*,7.6*,13,0.1*,24
O=c1oc2ccccc2cc1-c1nn(-c2ccccc2)cc1/C=N/NC(=S)SCc1ccccc1,86,103,64,78,85,37,57,49
CNC(=O)c1[nH]cc(-c2ccc(OC)cc2)c1-c1cc(OC)c2c(c1OC)OCO2,100,98,109,100,97,105,97,102
CCCCC/C(C=Nc1ccccc1C(=O)OC)=C\c1ccccc1,103,100,98,106,98,97,90,88
NS(=O)(=O)c1ccc(Nc2ccnc(SCC(=O)c3ccc([N+](=O)[O-])cc3)n2)cc1,104,106,96,95,109,107,98,103
COc1ccc(COc2ccc(/C=C3\C(=O)Nc4cc(Cl)ccc43)cc2OC)cc1,105,92,99,94,100,103,76,99
CC(C)OC(c1ccc2c(c1)OCO2)C(C)Br (centres undefined),102,93,100,98,121,111,105,x

Part of the list above in order of formula weight, falling.
structure,MDA-MB-435,MDA-MB-468,MOLT-4,MDA-MB-231,BT-549,K-562,MCF7,SR
CNC(=O)c1[nH]cc(-c2ccc(OC)cc2)c1-c1cc(OC)c2c(c1OC)OCO2,100,98,109,100,97,105,97,102
CCCCC/C(C=Nc1ccccc1C(=O)OC)=C\c1ccccc1,103,100,98,106,98,97,90,88
N#Cc1nn(-c2ccccc2)nc1N1CCOCC1,102,95,97,101,96,87,54,x

(list continues)
structure,MDA-MB-435,MDA-MB-468,MOLT-4,MDA-MB-231,BT-549,K-562,MCF7,SR
O=C1C(O)=C(Cl)C(=O)C(O)=C1Cl,121&95,117&96,66&114,111&101,133&103,101&110,108&104,109
O=S(=O)(NCCCNc1nccc(-c2[nH]c(-c3ccccc3)nc2-c2ccc(Cl)c(O)c2)n1)c1cccc(F)c1,21,51,40,60,60,35,55,39
Cc1ccc(-c2nc3ccccn3c2/C=C2/C(=O)Nc3ccccc32)cc1,85,102,63,81,81,x,92,x
Cc1c(Cl)c(C)c(Cl)c(O)c1Cl (tested in a mixture with another compound),101,93,101,109,124,108,99,95
NS(=O)(=O)c1cccc(NC(=O)CSc2ccc(-c3ccccc3)nn2)c1,106,97,83,99,90,91,x,86
CCOC(=O)c1ccc(NC(=O)OCc2ccccc2)cc1,94,x,84,106,87,82,90,93
N#CC(C(=O)c1ccccc1)c1ccc(Cl)cc1 (centres undefined),108,105,109,112,108,104,93,112
CC(=O)Nc1ccc(C(Cl)=C(Cl)Cl)cc1,93,108,103,94,98,86,109,74
O=C1CSC(c2ccccc2O)N1c1nnc(Cn2cnnc2)o1 (centres undefined),98,96,62,74,88,83,55,72
CCOC(=O)c1ccc2c(c1)c1c(C)c3cnccc3c(C)c1n2C,-66*,-82*,2.2*,-56*,-54*,0.0*,-29*,15
Cc1cnc(N)nc1OCCNC(=O)c1cccc(-c2ccc(S(=O)(=O)Nc3ccc4c(c3)N(C(=O)C3CC3)CCC4)cc2)c1,79,37,38,89,66,59,77,104
CCOC(=O)C(Cc1cc(N)c(Oc2ccc(OC)cc2)c(N)c1)NC(C)=O (centres undefined),107&110,103&102,105&107,74&105,117,108&109,110&99,104&107
COc1ccc(-c2cc(-c3ccccc3)nc3nc(N)nn23)cc1,103,103,91,97,103,98,100,77
O=C1c2cc([N+](=O)[O-])ccc2-c2cc(Cl)c(NC(=O)C(F)(F)F)cc21,114,-18*,94,109,108,89,36,99
O=C1/C(=C/c2ccc([N+](=O)[O-])cc2)COc2ccc(O)cc21,82,77,39,81,95,11,5.3*,7.8*
COc1cc(C2CC(c3cc(C)ccc3C)=NN2c2ccc(S(=O)(=O)NC(=O)NCc3ccccc3)cc2)cc(OC)c1OC (centres undefined),12,51,34,79,58,66,35,37
CCCCCCCC(=O)N(CC)CC,102,98,108,105,109,113,92,105
CC[C@H](Nc1nc(C)nc(N)c1C#N)c1nc2cccc(NCc3ccc(C(=O)NO)cc3)c2c(=O)n1-c1ccccc1,17,-37*,2.8*,15,37,2.2*,5.4*,0.7*
CC(C)C(C(=O)O)N1C(=O)/C(=C/c2ccc(O)c(O)c2)SC1=S (centres undefined),107,115,103,98,122,104,102,99
CS(=O)(=O)c1ccc(N2N=C(c3ccc(NC(=O)Nc4ccccc4)cc3)CC2c2ccc(Cl)cc2)cc1 (centres undefined),95,76,65,82,97,61,46,78
O=[N+]([O-])c1cccc(C=Nc2ccc(/C=C/C3(CCl)OCCO3)cc2)c1,104,124,97,117,103,85,77,17
O=C1OC(c2ccc(O)cc2)(c2ccc(O)cc2)c2ccccc21,96&111,118&87,70&106,107&114,86&102,89&101,103&120,102
O=S(=O)(OCCCl)c1ccc(Cl)c(S(=O)(=O)OCCCl)c1,101,85,111,106,x,108,90,99
C#CC(O)c1ccc(Cl)cc1Cl (centres undefined),90,113,102,117,119,96,110,107

As entered above.
CCCCCCCC(=O)N(CC)CC | MOLT-4: 108
C#CC(O)c1ccc(Cl)cc1Cl (centres undefined) | MDA-MB-231: 117
O=[N+]([O-])c1cccc(C=Nc2ccc(/C=C/C3(CCl)OCCO3)cc2)c1 | K-562: 85
CC[C@H](Nc1nc(C)nc(N)c1C#N)c1nc2cccc(NCc3ccc(C(=O)NO)cc3)c2c(=O)n1-c1ccccc1 | MDA-MB-468: -37*

(next part)
structure,MDA-MB-435,MDA-MB-468,MOLT-4,MDA-MB-231,BT-549,K-562,MCF7,SR
C#C[C@@]1(O)[C@@H](CO)O[C@@H](n2cc(-c3ccco3)c3c(N)ncnc32)[C@@H]1O,66,50,33,102,58,86,14,94
c1ccc(N2CCN(C3c4ccccc4-c4ccccc43)CC2)cc1,101,105,87,102,102,98,105,85
C=C(COC(C)=O)[C@H]1CC/C(C)=C/CC/C(C)=C/CC[C@@]2(C)O[C@H]2C1,113,x,110,107,105,100,91,x
CCOc1ccc2nc3ccc(Cl)cc3nc2c1,107,x,51,106,91,53,92,-20*
COC(=O)c1cc(N=C2NC(=O)/C(=C/c3ccc(C(C)C)cc3)S2)ccc1O,89,95,91,95,89,70,59,51
O=C(O)C(Br)C(Br)c1cccc(Cl)c1 (centres undefined),93,99,97,113,101,102,x,106
CCC(Br)C(=O)Nc1ccccc1C (centres undefined),95,101,104,96,101,95,91,99
NC1=NC2(CCCC2)N(c2ccc(S(=O)(=O)Nc3nccs3)cc2)C(N)=N1,107,91,102,100,102,96,98,98
c1ccc(Cn2cc3c(c2)-c2oncc2CC3)cc1,-35*,47,54,8.7*,83,14,19,39
CC(/C=N/N1C(=O)c2ccccc2C1=O)c1ccccc1 (centres undefined),92,96,106,108,113,106,97,x
C#CCn1cc(/C=N/Nc2nc(-c3ccc(Br)cc3)cs2)c2ccccc21,106,105,101,96,111,110,64,119
COc1cccc(C2NCCc3cc(OC)c(OC)cc32)c1 (centres undefined),101,93,89,107,120,86,97,86

The list goes on:
Order of results – MDA-MB-435	MDA-MB-468	MOLT-4	MDA-MB-231	BT-549	K-562	MCF7	SR
O=C(NC1CCCCC1)/C(=C\c1ccccc1)NC(=O)c1ccccc1
 : 103	103	98	99	98	99	92	94
N#Cc1cnn(-c2cc(=O)[nH]c3ccc(Cl)cc23)c1N
 : 107	122	105	88	72	99	86	108
CC1=C(C(=O)Nc2ccccc2)C(c2cccc([N+](=O)[O-])c2)C(C(=O)Nc2ccccc2)=C(C)N1
 : 61	56	22	x	66	52	32	x
C#CC(C)(C)OC(=O)Nc1cccc(Cl)c1
 : 106	89	80	96	105	105	90	86
Cc1nc(/N=C(\N)NC(=O)Nc2cccc(Cl)c2)sc1C
 : -14*	55	58	88	72	17	36	x
COc1ccc(C2C3=C(NC(C)(C)NC3Nc3cccnc3)OC2C(=O)c2ccc(N=[N+]=[N-])cc2)cc1 (centres undefined)
 : 105	136	108	97	98	112	97	114
NS(=O)(=O)c1ccc(C(=O)N=Nc2c(O)[nH]c3ccc(Br)cc23)cc1
 : 101	110	99	119	103	97	90	95
Cc1cc(-c2ccccc2)cc(C)n1
 : 105	103	100	101	113	98	94	99
ClCc1ccccc1CSc1ncnc2c1ncn2Cc1ccccc1CCl
 : 94	94	53	97	90	73	75	59
COc1ccc(NCc2nnc(-c3ccc(F)cc3)o2)cc1
 : 103	98	72	89	89	98	92	90
COc1ccc(-c2ccc3c4c(cccc24)C(=O)N(c2nc4ccccc4s2)C3=O)cc1
 : 107	96	94	90	101	91	106	85
Cc1cc(Nc2nc(N3CCOCC3)nc3ccccc23)n[nH]1
 : 57	56	58	85	62	56	48	11
O=C(CCc1nnc2sc(-c3ccc(Cl)cc3Cl)nn12)c1nc2ncccc2[nH]1
 : -31*	-66*	5.4*	-43*	x	6.3*	6.0*	x
O=C(Nc1csnn1)c1csnn1
 : 105	108	116	93	106	107	x	112
COc1ccc(Cc2ccc(OC)cc2)cc1
 : 97	80	95	110	99	100	102	83
CC(c1ccccc1)N1CSC2=NC(O)=CC(N)N2C1 (centres undefined)
 : 102	103	108	89	102	108	95	119
Nc1c2nc[nH]c2c(N)c2[nH]c(=O)c(=O)[nH]c12
 : 104	82	122	107	117	115	90	119
CC(C)c1cc(C(C)C)c(S(=O)(=O)OCCO[C@H]2Cc3cc4ccc(=O)oc4cc3OC2(C)C)c(C(C)C)c1
 : 60	21	58	70	59	x	49	61
CCCCOCCOC(=O)c1ccc(C)cc1
 : 102	108	112	113	116	109	100	x
O=C(Nc1ccc(OCc2nnc(-c3ccccc3)o2)c(F)c1)c1ccc(Cl)c(Cl)c1
 : 80	72	85	86	95	93	75	85
O=[N+]([O-])c1ccc(-[n+]2cc([O-])on2)cc1
 : 110	115	86	112	116	87	104	95
COc1ccc(/C=C2\N=C3N(NC(SC)=C(C#N)C(=N)N3c3ccccc3)C2=O)cc1
 : 105	114	96	81	100	96	88	95
C[C@H]1[C@H](C)CC[C@]2(COC(=O)CCC(=O)O)CC[C@]3(C)C(=CC[C@@H]4[C@@]5(C)CCCNC(C)(C)[C@@H]5CC[C@]43C)[C@H]12
 : 80[100 µM]	69[100 µM]	46[100 µM]	45[100 µM]	64[100 µM]	49[100 µM]	55[100 µM]	80[100 µM]
CCOC(=O)c1cnn(CC(O)c2ccccc2)c1NC(=O)c1ccc(F)cc1 (centres undefined)
 : 97	99	96	104	103	93	93	102
C=C(C)C(=O)N(C)C
 : 106	113	103	104	102	99	98	122
Cn1ncc2c(NCCO)nc(Cl)nc21
 : 115	109	131	71	107	113	109	122
O=C1Nc2cc(-c3ccc(NC(=O)c4ccc(F)c(Cl)c4)cc3)ccc2/C1=C/c1ccc[nH]1
 : 104	28	98	95	96	111	14	x
COc1cc(-c2nnc(SCC(=O)N3CCN(c4cc5c(cc4F)c(=O)c(C(=O)O)cn5C4CC4)CC3)o2)cc(OC)c1OC
 : 112	78	65	94	67	68	85	86
CC1(C)C(=O)/C(=C\c2ccc(C(F)(F)F)cc2)C[C@]2(C)[C@H]3CC[C@@H]4[C@@H](C(=O)/C=C/c5ccc(C(F)(F)F)cc5)CC[C@@]4(C)[C@]3(C)CC[C@@H]12
 : 102	109	103	105	98	106	97	98
CN(C)c1ncnc2c1ncn2C1CCCO1 (centres undefined)
 : 107	100	102	101	102	105	99	83
CCCCCCCC(=O)Oc1ccccc1Cl
 : 100	94	94	99	94	111	96	x
Oc1cccc(N=Cc2ccccc2O)c1
 : 111	117	95	x	116	98	102	90
Cc1csc(C)[n+]1CCc1ccccc1
 : 98	83	97	98	93	94	97	88
O/N=C/c1ccncc1
 : 100	x	111	118	117	106	97	107
Clc1ccc(C(SCc2ccccc2)SCc2ccccc2)cc1
 : 98	78	85	100	103	93	94	81
CCCN1C(=O)CSC1=Nc1ccc2cc3ccc(N=C4SCC(=O)N4CCC)cc3nc2c1
 : 41	x	-19*	19	42	21	17	x
N#CCC(=O)NNc1nc2ccccc2[nH]c1=O
 : 110	108	97	81	110	98	89	100
CCCCn1cnc2c1C(=O)c1nc3n(c1C2=O)CCCC3
 : 100	65	87	106	121	89	73	80
OCCCc1ccccc1Cl
 : 109	100	90	108	x	98	109	91
COC(=O)/C=C1/S/C(=N\N=C\c2ccc(OS(=O)(=O)C(F)(F)C(F)(F)C(F)(F)C(F)(F)C(F)C(F)(F)F)cc2)N(c2ccccc2)C1=O (centres undefined)
 : 105	96	87	87	103	61	96	67
CCN(c1ccccc1)c1nc(Cl)nc2c1cnn2C
 : 125	110	90	83	98	95	103	86
COc1ccc(OC)c2nc3c(nc12)[nH]c1ccccc13
 : 112	88	103	83	94	93	62	93
COc1ccc(Cn2cc3c(c2)-c2[nH]c(=O)ncc2CC3)cc1
 : 113	105	101	81	108	92	101	x

Source: PubChem
